Assay outcomes from PubChem BioAssay.
Rab7 wt GTP bind – modulators of GTP binding to Rab7, primary screen, biochemical, wildtype, multiplex bead flow cytometry. Rab7 GTPase wild type (dog), Bodipy-FL-GTP binding. GST-Rab7 beads, fluorescent GTP binding; actives lie on both sides; untreated = 100%, excess cold GTP = 0%. GTP binding activity (percent of control), % at 10 µM. actives 0.055% (n = 190,000). AID 758, 2007;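 active means fluorescent GTP binding to Rab7 beads changed by at least 20 points from the 100% baseline, either direction, mostly lower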;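 further: median green fluorescence of bound Bodipy-FL-GTP per Rab7 bead population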
Rac1 wt GTP bind – wildtype Rac1 GTP binding modulators, primary screen, biochemical, GST-Rac1 beads, flow cytometry, multiplex. Ras-related C3 botulinum toxin substrate 1 (Homo sapiens), P63000. fluorescent GTP binding; actives lie on both sides; 0 = cold GTP competed, 100 = untreated. GTP binding activity (% of control), % at 10 µM. actives 0.27% (n = 190,000). AID 757, 2007;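 active means GTP binding activity at least 20 points away from the 100% control level, either lower or higher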
HRas wt GTP – modulators of GTP binding to HRas wildtype, primary screen, biochemical, bead-based flow cytometry, multiplex; actives 0.14% (n = 190,000); GTPase HRas (Homo sapiens), P01112; GST-Ras wt beads, Bodipy-FL-GTP binding; actives lie on both sides; GTP binding activity, % at 10 µM;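 active means GTP binding activity at least 20% away from the 100% baseline, either lowered as inhibitor or raised as activator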;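 further: 0% = unlabeled GTP competition control and 100% = no-compound control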
Target sequence (P01112 whole entry, looked up): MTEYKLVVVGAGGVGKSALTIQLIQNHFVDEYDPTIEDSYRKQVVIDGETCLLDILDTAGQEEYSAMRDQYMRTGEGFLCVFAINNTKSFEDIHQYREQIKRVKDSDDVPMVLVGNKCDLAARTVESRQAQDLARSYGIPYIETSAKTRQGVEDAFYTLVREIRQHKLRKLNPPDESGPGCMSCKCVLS
Bim-Bfl-1 – inhibitors of Bim binding to Bfl-1, primary screen, biochemical, multiplexed, bead-based flow cytometry | Bim-Bfl-1 binding inhibition | Bcl-2-related protein A1 (Homo sapiens), Q16548 | actives 0.12% (n = 190,000) | inhibition, % at 10 µM;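 further: 0% = wells without compound plus tracer and 100% = blocker peptide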
Bcl-B Bim block – inhibitors of Bim-Bcl-B binding, primary screen, biochemical, multiplexed, human Bcl-2 family; bead-based flow cytometry, Bim peptide-Bcl-B binding; inhibition, % at 10 µM; actives 0.073% (n = 190,000); AID 951, 2007;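 further: 0% = tracer peptide without compound and 100% = reference inhibitor peptide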
Bcl-2 Bim block – inhibitors of Bim-Bcl-2 binding, primary screen, biochemical, multiplexed, human Bcl-2 family | Apoptosis regulator Bcl-2 (Homo sapiens), P10415 | inhibition, % at 10 µM | actives 0.06% (n = 190,000) | Bead-based flow cytometry, Bim peptide-Bcl-2 binding; in the data active means inhibition above about 40%;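 further: 0% = no compound wells with probe peptide and 100% = reference peptide inhibitor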
Rab2 wt GTP – modulators of GTP binding to Rab2A wildtype, primary screen, biochemical, dog, bead-based flow cytometry, multiplex. AID 760, 2007. GTP binding activity, % at 10 µM. actives 0.19% (n = 190,000). Ras-related protein Rab-2A (Canis lupus familiaris), P61105. GST-Rab2 wt beads, Bodipy-GTP binding;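 active means GTP binding activity at least 20 points away from 100%, either lowered or raised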;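 further: 0% = beads with excess unlabeled GTP and 100% = no-compound control corrected for plate trend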
Bcl-W Bim block – inhibitors of Bim binding to Bcl-W, primary screen, biochemical, multiplexed, bead-based flow cytometry; inhibition, % at 10 µM; Bim peptide-Bcl-W binding; Bcl-2-like protein 2 (Homo sapiens), Q92843; actives 0.02% (n = 190,000);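 further: 0% = bound tracer without compound and 100% = peptide blocker; higher means less fluorescent Bim peptide bound to Bcl-W beads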
Target sequence (Q92843 whole entry, looked up): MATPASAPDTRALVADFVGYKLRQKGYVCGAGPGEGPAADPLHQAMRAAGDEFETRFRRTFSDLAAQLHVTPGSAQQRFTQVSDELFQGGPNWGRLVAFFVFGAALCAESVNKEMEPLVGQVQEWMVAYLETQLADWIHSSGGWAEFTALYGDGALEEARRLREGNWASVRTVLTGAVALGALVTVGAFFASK
Rac1 act GTP bind – GTP binding modulators of activated mutant Rac1, primary screen, biochemical, bead-based flow cytometry, multiplex, fluorescent GTP. percent activity (GTP binding), % at 10 µM. GST-Rac1 activated beads; actives lie on both sides; 100% means binding = to untreated wells. AID 764, 2007. actives 0.11% (n = 190,000). Ras-related C3 botulinum toxin substrate 1 (Homo sapiens), P63000;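 active means GTP binding at least 20 percentage points away from the 100% baseline, in either direction, so actives lie on both sides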
Cdc42 wt GTP – modulators of GTP binding to wildtype Cdc42, primary screen, biochemical, multiplex bead flow cytometry, Bodipy-GTP; percent activity (GTP binding), % at 10 µM; GST-Cdc42 beads; actives lie on both sides; actives 0.2% (n = 190,000); Cell division control protein 42 homolog (Homo sapiens), P60953;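 active means percent activity GTP binding at least 20 points away from the 100% baseline, either down as inhibitor or up as activator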;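 further: median bead fluorescence of bound Bodipy-FL-GTP at 100 nM; 0% = excess unlabeled GTP control and 100% = no compound control; below 100% means less GTP binding so inhibitor and above means activator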
Bcl-XL Bim block – inhibitors of Bim-Bcl-XL binding, primary screen, biochemical, multiplexed, bead flow cytometry, human Bcl-XL. Bcl-2-like protein 1 (Homo sapiens), Q07817. Bim peptide-Bcl-XL binding, fluorescence. inhibition, % at 10 µM. actives 0.04% (n = 190,000). AID 1007, 2008
Target sequence (Q07817 whole entry, looked up): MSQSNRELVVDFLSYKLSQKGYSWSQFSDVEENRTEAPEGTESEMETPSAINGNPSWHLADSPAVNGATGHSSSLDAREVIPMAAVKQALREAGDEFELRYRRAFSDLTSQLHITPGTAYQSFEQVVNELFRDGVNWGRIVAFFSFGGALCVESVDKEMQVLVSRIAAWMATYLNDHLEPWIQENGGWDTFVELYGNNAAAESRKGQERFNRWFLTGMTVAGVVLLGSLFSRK
Active calls of the source: *. Unless noted, no stated cut-off is given here; in the data, active means inhibition above about 40%.

Codes: A = Rab7 wt GTP bind; B = Rac1 wt GTP bind; C = HRas wt GTP; D = Bim-Bfl-1; E = Bcl-B Bim block; F = Bcl-2 Bim block; G = Rab2 wt GTP; H = Bcl-W Bim block; I = Rac1 act GTP bind; J = Cdc42 wt GTP; K = Bcl-XL Bim block
CCOc1ccc(/C(O)=C2/C(=O)C(=O)N(c3cc(C)on3)C2c2ccc(C(=O)OC)cc2)cc1 (stereo not given)
  A: 102; B: 99; C: 100; D: -14; E: -8; F: -11; G: 100; H: 0; I: 97; J: 97; K: -5
Cn1c(SCC(=O)NCc2ccco2)nnc1-c1ccc(S(=O)(=O)N2CCOCC2)cc1
  A: 99; B: 97; C: 98; D: 2; E: 2; F: 5; G: 97; H: 0; I: 96; J: 96; K: 3
CCOC(=O)N1CCC(c2cc(=O)n3[nH]c(C)c(-c4ccc(F)cc4)c3n2)CC1
  A: 99; B: 98; C: 96; D: -9; E: -11; F: -4; G: 96; H: -4; I: 97; J: 97; K: -4
COC(=O)C1=CNC=C(C(=O)OC)C1c1ccccc1Cl
  A: 99; B: 101; C: 98; D: -1; E: -1; F: 0; G: 98; H: 0; I: 99; J: 99; K: 0
CN(CCC#N)CC(=O)Nc1ccc(NC(=O)CN(C)CCC#N)cc1
  A: 98; B: 111; C: 100; D: 1; E: 1; F: 3; G: 100; H: 1; I: 100; J: 101; K: -2
N#CCC(=O)Nc1nc(-c2ccc3c(c2)OCCO3)cs1
  A: 98; B: 99; C: 98; D: -3; E: -3; F: 0; G: 98; H: 0; I: 95; J: 97; K: -1
Cc1ccc(S(=O)(=O)N(Cc2nccn2C)C(C)C)cc1
  A: 99; B: 101; C: 97; D: -16; E: -5; F: -13; G: 97; H: -2; I: 97; J: 99; K: -8
Cc1cccc(Nc2ncnc3c2cnn3Cc2ccccc2)c1
  A: 105; B: 96; C: 98; D: 7; E: 4; F: 3; G: 100; H: 3; I: 93; J: 94; K: 2
O=C(COc1ccccc1)Nc1nc(-c2ccc(S(=O)(=O)N3CCOCC3)cc2)cs1
  A: 102; B: 109; C: 102; D: -12; E: -9; F: -8; G: 99; H: -1; I: 102; J: 105; K: -6
c1ccc(Oc2ccc(-n3cnnn3)cc2)cc1
  A: 101; B: 105; C: 104; D: -14; E: -9; F: -11; G: 103; H: 1; I: 100; J: 105; K: -6
CC(=O)C1C(c2ccc(Br)cc2)C2C(C)=NN=C2CC1(C)O (stereo not given)
  A: 98; B: 102; C: 97; D: -3; E: -3; F: -3; G: 94; H: -2; I: 96; J: 102; K: -1
CC(=O)Nc1ccc(S(=O)(=O)N2CCN(C)CC2)cc1
  A: 104; B: 103; C: 105; D: 0; E: 3; F: 0; G: 103; H: 4; I: 100; J: 104; K: 0
NC(=O)[C@@H]1CCCNc2c(F)cc([N+](=O)[O-])cc2C(=O)N[C@@H](CO)C(=O)NCC(=O)N1
  A: 102; B: 101; C: 100; D: 0; E: 0; F: 1; G: 99; H: 0; I: 97; J: 99; K: -1
COc1cc(CCC(=O)Nc2ccc(Br)c(C(F)(F)F)c2)cc(OC)c1OC
  A: 99; B: 101; C: 100; D: -8; E: -8; F: -5; G: 99; H: -2; I: 99; J: 99; K: -1
Cc1ccc(CCNC(=O)C2CCC(=O)N2C2CCCC2)cc1 (stereo not given)
  A: 98; B: 100; C: 99; D: 0; E: -1; F: 0; G: 100; H: 0; I: 98; J: 97; K: -3
CSCCC(NC(=O)C1CCC(C)CC1)C(=O)NCCN1CCC(C)CC1 (stereo not given)
  A: 101; B: 98; C: 95; D: 7; E: 4; F: 3; G: 97; H: -1; I: 95; J: 92; K: -1
O=C1N(c2cccc(Cl)c2)C(c2ccccc2)N2CCCN12 (stereo not given)
  A: 101; B: 103; C: 102; D: -16; E: -10; F: -8; G: 99; H: -6; I: 99; J: 101; K: -9
O=S(=O)(N1CCOCC1)N1CCCN(S(=O)(=O)N2CCOCC2)CC1
  A: 100; B: 106; C: 101; D: -11; E: -10; F: -5; G: 103; H: -3; I: 101; J: 102; K: -9
COC(=O)c1ccc(N2CCC(c3cc(-c4ccc(OC)cc4)n[nH]3)CC2)c([N+](=O)[O-])c1
  A: 98; B: 98; C: 98; D: -13; E: -7; F: -8; G: 95; H: 2; I: 97; J: 96; K: -1
Cc1cc(C)c2c(N=CN(C)C)c(C(=O)N3CCN(c4ncccn4)CC3)sc2n1
  A: 102; B: 104; C: 100; D: -9; E: -4; F: -6; G: 100; H: 2; I: 100; J: 101; K: -2
Cc1ccc(Sc2cnc3ccccc3n2)cc1
  A: 100; B: 103; C: 101; D: -11; E: -6; F: -7; G: 100; H: 1; I: 99; J: 100; K: -4
COc1ccccc1NC(=O)CN1CCC(c2nc3ccccc3[nH]2)CC1
  A: 102; B: 95; C: 98; D: -6; E: -6; F: 0; G: 98; H: -3; I: 94; J: 98; K: -1

Grouped by structure, the compounds so far with a halogen
Codes: A = Rab7 wt GTP bind; B = Rac1 wt GTP bind; C = HRas wt GTP; D = Bim-Bfl-1; E = Bcl-B Bim block; F = Bcl-2 Bim block; G = Rab2 wt GTP; H = Bcl-W Bim block; I = Rac1 act GTP bind; J = Cdc42 wt GTP; K = Bcl-XL Bim block
CCOC(=O)N1CCC(c2cc(=O)n3[nH]c(C)c(-c4ccc(F)cc4)c3n2)CC1
  A: 99; B: 98; C: 96; D: -9; E: -11; F: -4; G: 96; H: -4; I: 97; J: 97; K: -4
COC(=O)C1=CNC=C(C(=O)OC)C1c1ccccc1Cl
  A: 99; B: 101; C: 98; D: -1; E: -1; F: 0; G: 98; H: 0; I: 99; J: 99; K: 0
CC(=O)C1C(c2ccc(Br)cc2)C2C(C)=NN=C2CC1(C)O (stereo not given)
  A: 98; B: 102; C: 97; D: -3; E: -3; F: -3; G: 94; H: -2; I: 96; J: 102; K: -1
NC(=O)[C@@H]1CCCNc2c(F)cc([N+](=O)[O-])cc2C(=O)N[C@@H](CO)C(=O)NCC(=O)N1
  A: 102; B: 101; C: 100; D: 0; E: 0; F: 1; G: 99; H: 0; I: 97; J: 99; K: -1
COc1cc(CCC(=O)Nc2ccc(Br)c(C(F)(F)F)c2)cc(OC)c1OC
  A: 99; B: 101; C: 100; D: -8; E: -8; F: -5; G: 99; H: -2; I: 99; J: 99; K: -1
O=C1N(c2cccc(Cl)c2)C(c2ccccc2)N2CCCN12 (stereo not given)
  A: 101; B: 103; C: 102; D: -16; E: -10; F: -8; G: 99; H: -6; I: 99; J: 101; K: -9
